Compound activity deposited in PubChem BioAssay by Sanford-Burnham Center for Chemical Genomics.
APJ ag – activates the human apelin receptor APJ; P35414; CHO-K1 APJ PathHunter beta-arrestin, luminescence; 0% DMSO wells, 100% apelin; activation, % at 20 µM; actives 0.11% (n = 330,000); AID 2520;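 active = activation more than six SD over the plate average, tested at 20 µM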;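 also: 0% = DMSO alone and 100% = apelin-13 at 10 nM; some results filed as inactive read as strong as hits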
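Assay system – PathHunter CHO-K1 APJ (AGTRL-1) beta-arrestin reporter cells · Compound – one dose, 20 µM compound, 1% DMSO · Timing – compound 90 min 25 °C, reagent 1 h · Measured by – luminescence from split beta-galactosidase complementation, Galacton Star/Emerald II substrate · Measure – beta-arrestin recruitment to APJ as agonist activity, luminescent signal · Benchmarks – DMSO vs Apelin-13 10 nM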
Mdm2-MdmX inh – inhibitors of human Mdm2/MdmX interaction. SaOS-2 split-luciferase Mdm2/MdmX complementation, luminescence. O15151+Q00987. actives 3% (n = 330,000). AID 485346. inhibition, % at 8 µM;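 active = inhibition of at least 50% at 8 µM in the primary screen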
APJ antag – APJ receptor antagonism | actives 0.32% (n = 330,000) | P35414 | inhibition, % at 20 µM | CHO-K1 APJ beta-arrestin complementation, luminescence;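 active = inhibition above about 40% at 20 µM, limit read from the data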;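 also: cells challenged with 10 nM apelin-13 agonist together with compound; plate controls were apelin-13 plus DMSO wells for no effect and DMSO wells lacking apelin-13 for full effect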
CCR6 antag – antagonists of human CCR6 receptor; AID 493098; inhibition, % at 20 µM; actives 0.49% (n = 340,000); CHO-K1 CCR6 PathHunter beta-arrestin, luminescence, CCL20-stimulated;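 active = compounds whose inhibition of the agonist-driven luminescence signal at 20 µM reaches about 50%, limit read from the data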;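 also: cells stimulated with CCL20 at 14 nM final; plate controls were DMSO with CCL20 for no effect and DMSO without agonist for full effect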
Target sequence (P51684 whole entry, looked up): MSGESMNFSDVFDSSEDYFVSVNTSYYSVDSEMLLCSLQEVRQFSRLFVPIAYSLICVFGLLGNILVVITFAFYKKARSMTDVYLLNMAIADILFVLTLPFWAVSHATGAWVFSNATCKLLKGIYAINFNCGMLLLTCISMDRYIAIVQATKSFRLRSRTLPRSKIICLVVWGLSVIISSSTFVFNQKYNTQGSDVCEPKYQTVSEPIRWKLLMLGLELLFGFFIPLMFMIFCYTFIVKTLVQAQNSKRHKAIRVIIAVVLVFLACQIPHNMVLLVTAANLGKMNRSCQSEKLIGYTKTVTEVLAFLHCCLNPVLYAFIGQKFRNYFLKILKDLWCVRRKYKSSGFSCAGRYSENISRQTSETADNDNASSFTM
tim23-1 inh – inhibits growth of tim23-1 mutant yeast. S. cerevisiae tim23-1 growth, BacTiter-Glo luminescence, 24 h. actives 1.3% (n = 330,000). inhibition, % at 20 µM;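 active = growth inhibition of the mutant yeast at or above 50%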;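 also: temperature-sensitive mutant grown at 25 °C; plate controls were DMSO-treated mutant yeast for no effect and medium wells lacking yeast for full effect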
EBI2 block – EBI2 (human) antagonism. P32249. EBI2 beta-arrestin recruitment, luminescence, 7a,25-OHC stimulated. inhibition, % at 5 µM. actives 0.81% (n = 360,000). AID 651636; in the data active = inhibition above about 38%;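 also: enzyme fragment complementation signal reports receptor beta-arrestin coupling in cells; 0% = agonist plus DMSO wells and 100% = wells without agonist; some results beyond the cut were filed as inactive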
CXCR6 block – inhibitors of human CXCR6 receptor. CHO-K1 PathHunter CXCR6 beta-arrestin, luminescence. inhibition, % at 20 µM. actives 0.36% (n = 360,000); in the data active = inhibition above about 34%, passing the limit was not always enough;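 also: antagonist mode with CXCL16 agonist at 10 nM final; 0% = 10 nM CXCL16 with DMSO and 100% = unstimulated wells without agonist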
Target sequence (O00574 whole entry, looked up): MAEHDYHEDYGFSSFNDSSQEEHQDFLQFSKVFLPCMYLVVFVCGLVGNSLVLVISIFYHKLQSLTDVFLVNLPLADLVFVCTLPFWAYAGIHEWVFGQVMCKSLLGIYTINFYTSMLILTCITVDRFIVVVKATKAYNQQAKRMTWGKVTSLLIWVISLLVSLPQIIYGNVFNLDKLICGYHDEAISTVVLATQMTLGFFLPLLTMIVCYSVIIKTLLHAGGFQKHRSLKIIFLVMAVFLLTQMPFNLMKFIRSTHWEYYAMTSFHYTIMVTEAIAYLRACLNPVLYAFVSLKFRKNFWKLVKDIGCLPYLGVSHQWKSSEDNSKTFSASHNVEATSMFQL
UPR CHOP act – activators of apoptotic arm of unfolded protein response (CHOP); actives 0.34% (n = 330,000); AID 449763; CHO-CHOP luciferase reporter, UPR activation, luminescence; percent of tunicamycin response over DMSO baseline; activation, % at 10 µM;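 active = at 10 µM dose, activation of 40% or more, normalized to positive control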;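 also: 100% = tunicamycin at 10 µg/mL and 0% = DMSO alone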
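System: CHO-CHOP luciferase reporter cell line; amount: 500 cells/well; buffer or medium: F12 medium containing 10% fetal bovine serum; incubation: 6 h compound exposure at 37 °C after overnight seeding; measured by: luciferase luminescence after 10 min with Steady-Glo reagent; evaluation: % reporter activation, DMSO baseline versus tunicamycin full activation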
UPR XBP1 act – adaptive UPR (XBP1) activation. actives 0.33% (n = 330,000). activation, % at 20 µM. CHO-XBP1 luciferase reporter, IRE1-XBP1 UPR activation, luminescence; percent of tunicamycin response, DMSO as zero;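 active = versus positive control, 20 µM dose yields 30% or more activation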;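 also: 100% = tunicamycin at 10 µg/mL and 0% = DMSO only wells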
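Assay system: CHO-XBP1 luciferase reporter cells; Schedule: 6 h treatment, 37 °C; Detection: glow luminescence from Steady-Glo reagent; Benchmarks: high control tunicamycin 10 µg/mL final, low control DMSO vehicle only.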
An asterisk follows results filed as active; x = no result given; & = joins results of further samples. This is a subset; the hit share may differ from the screen's.

SMILES,APJ ag,Mdm2-MdmX inh,APJ antag,CCR6 antag,tim23-1 inh,EBI2 block,CXCR6 block,UPR CHOP act,UPR XBP1 act
CCOC(=O)C1=C(c2ccccc2)N=C2SCC(=O)N2C1c1ccc(OCC)c(OCC)c1 (stereo not given),-2.1,19.5,2.0,8.8,-0.8,1.9,-1.5,-0.6,3.2
COc1ccc2c(C)cc(=S)[nH]c2c1,-3.9,7.1,-4.9,7.7,8.1,8.6,2.7,0.1,-5.8
CN1C[C@H](C(=O)N[C@]2(C)O[C@@]3(O)[C@@H]4CCCN4C(=O)[C@H](Cc4ccccc4)N3C2=O)CC2c3cccc4[nH]cc(c34)C[C@H]21 (stereo not given in full),x,26.7,x,29.5&23.5,7.4,-1.1&-3.4,18.6&5.6,4.8,-3.7
Fc1ccccc1-c1nc(NC2CCCC2)c2ccccc2n1,-0.3,42.2,-22.2,14.8,67.2*,-39.4,1.1,1.0,-2.0
CC(C(=O)NCCc1ccc(S(N)(=O)=O)cc1)N1C(=O)CC(C)(C)Sc2ccccc21 (stereo not given),-2.4,-2.8,-10.2,4.9,-0.9,-5.7,0.3,2.1,-3.0
O=C(N/N=C/c1ccc(OC(=O)c2ccccc2)cc1)c1ccc(CN2CCOCC2)cc1,3.8,7.9,-11.4,12.6,-2.9,-7.9,-1.5,-0.3,0.1
Cc1ccccc1C(=O)c1c[nH]c(C(=O)N2CCN(c3ccccc3F)CC2)c1,0.1,1.0,-17.3,3.8,40.3,0.2,6.0,1.5,-0.2
CCC(c1ccccc1)c1nnc(NC(=O)c2ccco2)s1 (stereo not given),-0.4,16.6,-13.8,15.4,9.9,-0.2,0.5,1.9,3.0
CCCCc1ccc(-c2ccc(Br)cc2O)nc1,5.1,-239.3,-36.2,-7.0,16.3,-6.7,-3.1,4.2,0.2
COc1ccc(CCNC(=O)C(C(=O)c2ccccc2)n2ccccc2=O)cc1OC (stereo not given),-4.4,-3.0,13.7,5.7,0.9,3.6,-1.0,0.1,-2.0
CN(C)c1ccc(N2C(=O)CC(Sc3ccccc3C(=O)O)C2=O)cc1 (stereo not given),-1.8,9.2,-13.4,-6.1,6.8,-7.5,-5.4,-1.1,0.2
O=S(=O)(N/N=C/c1c(F)cccc1Cl)c1ccccc1,-11.0,-7.5,20.0,-5.2,24.6,-5.3,-4.3,-0.9,-1.0
Cc1noc(/C=C/N(C)C)c1S(=O)(=O)N1CCCC(C(=O)NCc2ccc(F)cc2)C1 (stereo not given),-6.1,-13.5,10.0,x,12.0,x,x,2.5,-1.7
CCc1cccc(NC(=O)COC(=O)c2cc([N+](=O)[O-])ccc2N2CCOCC2)c1,-5.2,40.6,20.7,20.1,-11.4,22.8,5.1,0.3,-1.4
CCCn1c(SCC(=O)Nc2nnc(C(C)C)s2)nc2c1c(=O)n(C)c(=O)n2C,-3.4,13.7,17.2,-0.9,-7.3,-12.2,-9.0,-0.2,-0.7
CC1CC(CC(C)C(=O)NC(=S)Nc2ccc(S(N)(=O)=O)cc2)C(=O)O1 (stereo not given),2.0,-20.7,-7.8,7.6,4.1,-8.9,-2.3,-0.5,-1.3
COc1cc(C(=S)N2CCC(C)CC2)ccc1O,-0.5,-21.1,6.4,-6.5,9.8,-2.6,-3.6,-1.6,3.3
O=C(CC(=O)NCc1ccc(Cl)cc1)NCc1ccc(Cl)cc1,-0.9,-6.5,-25.7,-2.9,0.0,10.1,-1.6,2.9,-0.5
COc1cccc(CNC(=O)c2ccccc2NC(=O)C2=C(C)OCCS2)c1,1.2,13.1,-3.2,10.7,16.6,2.2,-1.7,-1.9,-6.0
CCc1ccccc1NC(=S)N(CCN(C)C)C(C)c1ccco1 (stereo not given),-6.9,22.2,-4.6,-0.5,16.2,-11.3,-2.9,1.1,-1.9
Cc1ccc(C)c(NS(=O)(=O)c2ccc(-c3cnc(C4CC4)o3)cc2)c1,-3.9,71.3*,-0.5,21.8,42.4,-20.6,-0.6,0.8,13.0
N/C(=N\OC(=O)CCCc1ccccc1)c1cccc([N+](=O)[O-])c1,13.9,-0.9,-17.4,-3.7,32.0,2.9,-12.8,-0.1,-0.3
Cc1cc(C)cc(-n2cccc2/C=C2/C(=N)N3C(=NC2=O)SN=C3S(C)(=O)=O)c1,-3.6,21.2,9.2,11.2,26.4,3.5,4.3,-0.6,2.0
CCOc1ccc(OCC)c(NC(=O)C2CCN(S(=O)(=O)c3c(C)noc3C)CC2)c1,-4.5,17.9,-7.5,-10.9,8.4,-11.4,-8.8,0.6,-1.4
Cn1nnnc1SCC(=O)NCc1ccccc1,-0.7,18.4,2.9,-6.5,7.7,9.2,-5.0,0.5,-1.1
C[C@@H](C(=O)NCC1CC1)[C@@H]1C[C@@]1(C)[C@@H](NC(=O)OCc1ccccc1)c1ccccc1,0.4,29.7,9.3,22.7,10.1,3.5,5.8,-0.8,-2.1
Cc1ccc(NS(=O)(=O)c2ccc(N/N=C/c3ccncc3)c([N+](=O)[O-])c2)c(C)c1,7.9,26.2,-12.0,-5.3,-13.9,-10.5,2.8,-0.4,6.0
Cc1cc(NC(=O)c2ccc3c(c2)OCO3)ccc1NC(=O)c1ccccc1,-0.1,10.5,-8.4,10.5,-9.1,3.6,-1.8,2.7,0.8
COC(=NC(C)C)NC(C)C,-2.7,-11.7,5.1,-4.8,-2.3,x,x,6.1,-1.5
CCS(=O)(=O)N1Cc2ccccc2CC1C(=O)Nc1ccccc1OC (stereo not given),-4.6,26.4,18.6,7.5,2.7,-7.4,-0.7,0.1,0.9

An excerpt of the results above, for reference:
SMILES,APJ ag,Mdm2-MdmX inh,APJ antag,CCR6 antag,tim23-1 inh,EBI2 block,CXCR6 block,UPR CHOP act,UPR XBP1 act
CCOC(=O)C1=C(c2ccccc2)N=C2SCC(=O)N2C1c1ccc(OCC)c(OCC)c1 (stereo not given),-2.1,19.5,2.0,8.8,-0.8,1.9,-1.5,-0.6,3.2
COc1ccc2c(C)cc(=S)[nH]c2c1,-3.9,7.1,-4.9,7.7,8.1,8.6,2.7,0.1,-5.8
CN1C[C@H](C(=O)N[C@]2(C)O[C@@]3(O)[C@@H]4CCCN4C(=O)[C@H](Cc4ccccc4)N3C2=O)CC2c3cccc4[nH]cc(c34)C[C@H]21 (stereo not given in full),x,26.7,x,29.5&23.5,7.4,-1.1&-3.4,18.6&5.6,4.8,-3.7

The results go on.
SMILES,APJ ag,Mdm2-MdmX inh,APJ antag,CCR6 antag,tim23-1 inh,EBI2 block,CXCR6 block,UPR CHOP act,UPR XBP1 act
COc1cccc(OCC(O)CN2CCC(Cc3ccccc3)CC2)c1 (stereo not given),-2.0,22.2,8.4,1.2,-0.7,11.1,1.4,0.8,0.7
CCOC(=O)c1nn(-c2ccc(F)cc2)c(=O)cc1OCC(=O)Nc1ccc(F)c(F)c1,-2.3,25.1,24.1,2.9,3.2,-2.8,-3.5,-0.5,1.2
Cc1ccc(SCCCCN2CCOCC2)cc1,-3.7,25.8,-11.4,14.5,-4.0,-7.6,-1.1,-1.4,-3.4
CCNC(=O)NC(=O)CN(C)c1ccccc1,0.5,-19.1,-25.2,9.7,10.9,0.8,-3.0,-1.0,2.7
CCOc1cc(C2C3=C(CC(C)(C)CC3=O)N(CCOC)C3=C2C(=O)CC(C)(C)C3)ccc1O,-5.1,14.4,15.0,-2.6,7.3,2.4,2.3,2.5,0.7
Cc1ccc(NC(=O)NNC(=O)COc2ccc([N+](=O)[O-])cc2)cc1C,4.7,-1.3,8.9,19.8,-2.3,2.9,2.9,0.1,-2.9
CC(C)CNC(=O)c1cc(-c2ccc3c(c2)OCO3)on1,1.5,-50.0,-7.9,10.4,17.5,-2.8,8.9,-1.7,-8.9
Cn1c(=NC(=O)COc2ccccc2)sc2cccc(F)c21,-5.1,-57.0,-6.8,4.0,-8.2,2.7,5.0,6.2,6.5
COc1ccc(-c2nnc(SCC(=O)Nc3ncc(C(F)(F)F)cc3Cl)n2CC(C)C)cc1,2.0,-19.9,-4.7,5.4,25.6,-8.7,-0.7,0.2,-0.2
COc1ccccc1NC(=O)COC(=O)c1cc(C)nc2ccccc12,-2.3,42.7,-3.3,12.1,31.6,-0.2,0.4,-0.5,-3.1
Cc1ccc2nc(Cl)c(CNCc3ccccc3)cc2c1,-2.5,-11.9,10.8,-3.4,15.5,-15.4,3.1,0.0,2.2
COc1ccc(N2CCN(c3nc(-c4cccs4)nc4ccccc34)CC2)cc1,-2.2,10.1,5.0,12.1,16.5,63.2*,-5.4,0.0,-6.8
Nc1ccc2nc(-c3cccs3)[nH]c2c1,6.0,-20.1,-22.4,17.0,19.8,-2.0,-7.7,3.7,-0.2
Cc1ccc(CN(C)C(=O)c2ccccc2Sc2ccccc2C#N)cc1,9.7,-5.2,12.7,14.3,37.8,7.4,10.8,-1.6,-1.6
NS(=O)(=O)c1ccc(CNC(=O)C2(c3ccc(Cl)cc3)CC2)cc1,1.8,-26.3,9.0,17.3,8.5,4.9,6.3,0.5,1.3
COc1ccc(C(NC(=O)C(C)C)c2ccc3cccnc3c2O)cc1 (stereo not given),-2.2,76.9*,11.1,6.4,38.3,6.3,2.0,-0.1,6.4
COc1ccc(/C=C2\SC(=S)N(C(Cc3ccccc3)C(=O)O)C2=O)cc1 (stereo not given),-3.1,10.7,-2.8,8.2,11.9,9.8,7.3,1.4,-4.1
COc1cccc(CNC(=O)COC(=O)c2cccc(S(=O)(=O)N3CCN(C(C)=O)CC3)c2)c1,-2.3,-11.5,-14.0,-1.0,15.0,-7.3,-0.8,0.6,-2.7
